Anthrax LF inh2 = inhibitors of Bacillus anthracis lethal factor protease; P15917; AID 588501; inhibition, % at 10 µM; 0.12% of 360,000 active; multiplex microsphere protease cleavage assay, LF; note: plate controls were buffer without enzyme for full effect and enzyme alone for no effect
BoNT-F LC inh = BoNT F light chain protease inhibition | Multiplex microsphere protease cleavage assay, flow cytometry | inhibition, % at 10 µM | 0.22% of 360,000 active; in the data active = inhibition above about 35%, passing the limit was not always enough; inconclusive = no clear call, values can overlap the other calls; note: plate controls were buffer without enzyme for full effect and enzyme alone for no effect
GDH-TPI counter = GDH-TPI coupled enzyme inhibition counter-screen | GDH-TPI coupled enzyme counterscreen, NADH absorbance | inhibition, % at 4.8 µM | 1.2% of 360,000 active | AID 588335; in the data active = inhibition above about 30%;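 note: 0% = DMSO wells and 100% = wells lacking the enzyme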
Mtb UGM inh = inhibitors of M. tuberculosis UDP-galactopyranose mutase. P9WIQ1. purified UGM, fluorescence polarization probe displacement. inhibition, % at 10 µM. 0.06% of 320,000 active. AID 504406; in the data active = inhibition above about 10%, passing the limit was not always enough; inconclusive = no clear call, values can overlap the other calls
Target sequence (P9WIQ1 whole entry, looked up): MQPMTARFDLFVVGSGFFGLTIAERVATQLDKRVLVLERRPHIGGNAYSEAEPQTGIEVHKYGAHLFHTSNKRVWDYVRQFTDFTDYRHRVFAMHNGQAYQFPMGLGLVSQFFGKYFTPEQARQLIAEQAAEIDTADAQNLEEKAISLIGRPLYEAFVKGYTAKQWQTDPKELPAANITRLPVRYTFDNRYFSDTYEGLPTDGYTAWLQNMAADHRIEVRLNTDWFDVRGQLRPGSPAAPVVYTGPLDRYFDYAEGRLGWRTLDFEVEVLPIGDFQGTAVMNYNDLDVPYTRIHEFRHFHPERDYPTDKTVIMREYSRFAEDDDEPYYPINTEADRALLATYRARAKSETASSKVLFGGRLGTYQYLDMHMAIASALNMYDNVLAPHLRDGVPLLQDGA
Mtb BioA inh = blocks M. tuberculosis BioA enzyme activity | AID 602481 | 0.096% of 360,000 active | inhibition, % at 9.99 µM | purified M. tuberculosis BioA enzyme, plate reader; in the data active = inhibition above about 40%; inconclusive = no clear call, values can overlap the other calls
FBA Mtb inh = inhibitors of M. tuberculosis fructose-bisphosphate aldolase; P9WQA3; purified M. tuberculosis FBA, fluorescence read-out; inhibition, % at 1 µM; 2.3% of 360,000 active; in the data active = inhibition above about 27%;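 note: 0% = vehicle and 100% = reference inhibitor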
Target sequence (P9WQA3 whole entry, looked up): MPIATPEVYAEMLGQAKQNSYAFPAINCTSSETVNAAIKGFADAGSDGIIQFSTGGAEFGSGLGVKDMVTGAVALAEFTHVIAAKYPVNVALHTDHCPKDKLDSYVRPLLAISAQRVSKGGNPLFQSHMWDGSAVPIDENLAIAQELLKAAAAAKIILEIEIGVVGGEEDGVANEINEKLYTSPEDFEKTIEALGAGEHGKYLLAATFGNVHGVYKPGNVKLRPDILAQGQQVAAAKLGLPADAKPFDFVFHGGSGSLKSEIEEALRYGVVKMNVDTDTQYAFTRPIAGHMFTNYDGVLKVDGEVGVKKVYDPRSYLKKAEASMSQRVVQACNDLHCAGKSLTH
PfHsp40 yeast = compounds rescuing yeast from Plasmodium falciparum HSP40 toxicity. S. cerevisiae expressing PfHsp40, growth rescue, ATP luminescence. growth rescue, % at 12.5 µM. 0.68% of 340,000 active. AID 504582; in the data active = growth rescue above about 28%, passing the limit was not always enough; inconclusive = no clear call, values can overlap the other calls;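 note: yeast W303a lacking pdr1 and pdr3 grown in galactose medium; growth measured after three days at 30 °C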
FadD28 FP inh = M. tuberculosis FadD28 bisubstrate binding inhibition. FadD28 bisubstrate probe binding, fluorescence polarization. inhibition, % at 12.5 µM. 0.22% of 360,000 active; in the data active = inhibition above about 8.5%, passing the limit was not always enough; inconclusive = no clear call, values can overlap the other calls
BoNT-A LC inh2 = blocks Botulinum neurotoxin A light chain protease; multiplex microsphere protease substrate cleavage, flow cytometry; inhibition, % at 10 µM; 0.17% of 360,000 active; AID 588499; note: plate controls were buffer without enzyme for full effect and enzyme alone for no effect
Numbers without * were called inactive; ? = inconclusive; . = no result given. Cut-off read from the data, not from the text of the source, unless noted: active = inhibition above about 30%; inconclusive = no clear call, values can overlap the other calls; inactive = below that.

SMILES	Anthrax LF inh2	BoNT-F LC inh	GDH-TPI counter	Mtb UGM inh	Mtb BioA inh	FBA Mtb inh	PfHsp40 yeast	FadD28 FP inh	BoNT-A LC inh2
CCOc1ccc(Br)cc1S(=O)(=O)NCCN1CCCC1	13	-1	-6	0.4	-5.5	1	-1.8	-2.7	-4.5
O=C(c1cc(-c2ccccc2Cl)nc2ccccc12)N1CCC1	-5	-13	-9	1.7	.	-3	-0.6	-3.3	-3.2
CCOc1ccc(S(=O)(=O)N(CC(=O)N2CCc3ccccc32)Cc2ccco2)cc1	-5	-15	-2	-5.4	0.1	-2	3.8	-1.2	-0.5
CCN(CC)S(=O)(=O)c1ccc(N2CCOCC2)c(NS(=O)(=O)c2ccc(C(C)C)cc2)c1	3	-2	-1	2.1	-1.6	0	-0.5	0.4	-0.6
Cc1cccc(N2CCN(S(=O)(=O)c3ccc4c(c3)n(C)c(=O)c(=O)n4C)CC2C)c1 (configuration not stated)	-4	8	15	0.3	-4.7	2	-1.0	0.5	?
CCOc1ccc(NC(=O)N(CCC(C)C)C(C)c2ccco2)cc1 (configuration not stated)	-2	-7	1	-0.9	.	-1	0.9	-7.1	-0.3
O=C(NCC1CCCO1)c1cccc(S(=O)(=O)Nc2ccc(SC(F)F)cc2)c1 (configuration not stated)	-8	-10	-11	-1.9	-1.6	-1	0.7	-4.0	-0.2
CCCCN(C(=O)CC1CCCC1)c1c(N)n(CCCC)c(=O)[nH]c1=O	7	10	4	-1.1	-0.8	-4	-0.6	-1.2	5.1
CCOCC(=O)N1CCCC(C(=O)OCC)C1 (configuration not stated)	-3	-29	2	-1.1	-2.0	1	-1.8	-3.7	0.0
COc1cccc(/C=N/Nc2nnc(C)n2N)c1O	-12	11	9	1.2	-0.8	-2	0.6	-1.1	-0.5
COc1ccc(S(=O)(=O)N2CCCCC2)cc1NC(=S)Nc1ccccc1	-4	6	-4	-1.4	-2.2	3	-0.8	1.5	0.8
CC(O)(C(=O)c1ccccc1)c1ccccc1 (configuration not stated)	-7	-3	.	.	-0.4	-1	.	-1.4	-0.1

Next part; the last three above are carried over.
SMILES	Anthrax LF inh2	BoNT-F LC inh	GDH-TPI counter	Mtb UGM inh	Mtb BioA inh	FBA Mtb inh	PfHsp40 yeast	FadD28 FP inh	BoNT-A LC inh2
COc1cccc(/C=N/Nc2nnc(C)n2N)c1O	-12	11	9	1.2	-0.8	-2	0.6	-1.1	-0.5
COc1ccc(S(=O)(=O)N2CCCCC2)cc1NC(=S)Nc1ccccc1	-4	6	-4	-1.4	-2.2	3	-0.8	1.5	0.8
CC(O)(C(=O)c1ccccc1)c1ccccc1 (configuration not stated)	-7	-3	.	.	-0.4	-1	.	-1.4	-0.1
COc1ccc(-c2csc(NC(=O)c3ccccc3F)n2)cc1	5	?	-6	1.8	1.0	-1	6.1	1.2	0.5
Cc1ncc([N+](=O)[O-])n1Cc1cccc(F)c1	0	-3	4	5.1	.	-1	-0.9	-0.5	-1.0
Cc1ccc(CN2C(=O)CNC2=S)cc1	-4	6	6	-1.8	-1.4	0	0.4	0.3	0.4
C[C@H](NC(=O)NC1CCCc2ccccc21)C(=O)O (some centres not stated)	1	-4	0	-1.6	-2.5	-1	-2.2	-1.0	-1.0
O=C(N/N=C\c1cc(Br)cs1)c1ccncc1	2	-1	18	-1.5	.	0	-0.1	-2.0	-0.4
CC(C)n1c(N2CCN(C(=O)Nc3ccc(Cl)cc3)CC2)nc2ccccc21	0	3	-6	-1.6	3.2	-1	-1.2	-2.1	0.1
CN1C/C(=C/c2cccnc2)C(=O)/C(=C/c2cccnc2)C1	-2	2	16	-0.9	.	-1	-1.3	-0.1	0.0
O=c1c(-c2ccccc2)c(O)c2ccccc2n1-c1ccccc1	2	-1	19	2.4	0.4	32*	5.1	-0.3	-3.7
CCCCN(C(=O)CSc1cc(C)c2ccccc2n1)c1c(N)n(Cc2ccccc2)c(=O)[nH]c1=O	0	-8	8	-1.7	-0.6	1	-0.2	-0.6	-1.0
COc1cccc(N2CC(=O)Nc3c(oc4nc(-c5ccccc5)cc(C)c34)C2=O)c1	1	1	35*	1.5	.	2	0.0	-1.9	0.6
COc1ccc(N2C(=O)CC(Nc3ccc(N4CCOCC4)cc3)C2=O)c(OC)c1 (configuration not stated)	0	5	9	3.2	3.1	-2	0.6	1.5	-0.7
O=C(CSc1nc(O)cc(=O)n1-c1ccccc1)c1ccc(Br)cc1	-8	-4	0	-1.6	-0.5	-2	0.0	-4.4	0.2

Single entries from the entries so far.
Cc1ncc([N+](=O)[O-])n1Cc1cccc(F)c1 in Anthrax LF inh2 shows 0
COc1ccc(N2C(=O)CC(Nc3ccc(N4CCOCC4)cc3)C2=O)c(OC)c1 (configuration not stated) in Mtb BioA inh shows 3.1
Cc1ccc(CN2C(=O)CNC2=S)cc1 in GDH-TPI counter shows 6
O=C(N/N=C\c1cc(Br)cs1)c1ccncc1 in GDH-TPI counter shows 18

The results go on:
SMILES	Anthrax LF inh2	BoNT-F LC inh	GDH-TPI counter	Mtb UGM inh	Mtb BioA inh	FBA Mtb inh	PfHsp40 yeast	FadD28 FP inh	BoNT-A LC inh2
COc1ccc(Cc2c[nH]c(=O)[nH]c2=O)cc1	1	-4	1	1.8	1.5	1	0.0	-2.4	0.1
O=C(N/N=C/c1cccc2nccnc12)c1ccccc1O	-4	-10	14	-0.7	.	-2	-1.4	-2.7	-1.6
Cc1ccccc1-c1cc(C(=O)NCc2ccco2)n(CC2CC(c3cccnc3)=NO2)n1 (configuration not stated)	1	7	9	1.8	-0.3	5	3.6	-1.9	0.1
CCOC(=O)N1CCN(C(=O)CC(C(=O)N2CCc3ccccc32)n2ccnc2)CC1 (configuration not stated)	0	6	14	.	-0.1	-1	-0.9	-0.5	1.7
CCc1ccc(CNC(=O)C2CCCN(S(=O)(=O)N(CC)c3ccccc3)C2)cc1 (configuration not stated)	-1	-3	-3	2.5	-0.5	-2	1.5	-1.2	0.1
COc1ccc(Cl)c(Cn2c(NCc3ccccn3)nc3c2c(=O)n(C)c(=O)n3C)c1	-1	0	4	0.1	2.4	0	0.5	-1.2	0.1
O=c1ccc2c(ccc3ncccc32)o1	2	-2	13	.	3.7	10	.	-1.1	0.1
Cc1ccccc1CN1CCCOCCS1(=O)=O	2	0	-5	-0.5	-2.1	-1	-1.7	-4.0	-0.4
COc1ccccc1C(NC(=O)C1CCCCC1)c1c(O)ccc2ccccc12 (configuration not stated)	-3	-6	11	1.5	.	0	-0.8	-2.1	-0.9
CC(=O)c1cccc(NC(=O)c2cccc3c(-c4cccc(C(N)=O)c4)coc23)c1	-1	-9	8	.	-0.7	-3	.	-1.0	-0.5
COc1ccc(/C=C/C(=O)OCC(=O)NCCC2=CCCCC2)cc1S(=O)(=O)N1CCOCC1	-6	1	0	0.2	.	-3	-1.0	-5.1	0.3
O=C(NCC(=O)N1CC=C(c2ccccc2)CC1)c1ccccc1Br	2	6	-1	2.2	-1.0	4	0.2	0.8	1.0
Cc1cc(=O)[nH]c(N/N=C/c2cn(CCC#N)nc2-c2ccccc2)n1	-1	-2	7	2.8	.	-1	-0.4	0.4	-0.8
COc1cccc(C(=O)NCCS(=O)(=O)N2CCCCC2)c1	?	2	0	0.0	-1.5	0	0.1	0.9	-0.9
Cc1nc(C(=O)N2CCc3c([nH]c4ccccc34)C2c2ccccn2)cs1 (configuration not stated)	1	1	-2	-2.5	.	2	0.2	0.5	-0.5
COc1ccc(C2(O)C(=O)Nc3ccc(C)cc32)cc1 (configuration not stated)	0	2	8	0.2	-0.6	0	0.0	1.5	-0.9
Cc1cc(OCC(=O)NNC(=O)c2cnccn2)cc(C)c1Cl	0	-5	4	.	1.5	-1	3.0	0.4	2.5
CCc1c(C)c(C#N)c2nc3ccccc3n2c1NCCOC	-24	-8	13	0.7	-1.0	11	-0.6	-1.0	-3.5
Cc1ccccc1Sc1ccc([N+](=O)[O-])cn1	-3	-11	10	1.0	.	-1	0.4	-4.6	-0.8
COc1cccc(-c2cc(C(=O)Nc3ccncc3)c3ccccc3n2)c1	-1	6	1	1.2	0.5	-2	0.6	?	-4.5
CCCC(CCC(=O)Nc1ccc(C(=O)OCC)cc1)C(=O)O (configuration not stated)	-4	-19	-1	-2.7	-0.2	-2	-0.3	3.0	-1.2
COc1ccc(C2N3CC4(C)CN2CC(C)(C3)C4)cc1OC (configuration not stated)	-2	-1	-3	3.2	0.1	1	0.6	-0.9	-0.4
N#CCCN(C(=O)COC(=O)c1ccc(Cl)nc1)c1ccc2c(c1)OCCO2	-2	2	4	.	1.3	-1	.	-0.4	0.1
Cc1c(/C=N/O)c2ccccc2n1C	-3	-11	-6	0.3	1.4	3	0.8	-1.2	-0.9

Ordered by molar mass (largest number first): three of the compounds above
SMILES	Anthrax LF inh2	BoNT-F LC inh	GDH-TPI counter	Mtb UGM inh	Mtb BioA inh	FBA Mtb inh	PfHsp40 yeast	FadD28 FP inh	BoNT-A LC inh2
Cc1cc(=O)[nH]c(N/N=C/c2cn(CCC#N)nc2-c2ccccc2)n1	-1	-2	7	2.8	.	-1	-0.4	0.4	-0.8
COc1cccc(C(=O)NCCS(=O)(=O)N2CCCCC2)c1	?	2	0	0.0	-1.5	0	0.1	0.9	-0.9
Cc1c(/C=N/O)c2ccccc2n1C	-3	-11	-6	0.3	1.4	3	0.8	-1.2	-0.9

(list continues)
SMILES	Anthrax LF inh2	BoNT-F LC inh	GDH-TPI counter	Mtb UGM inh	Mtb BioA inh	FBA Mtb inh	PfHsp40 yeast	FadD28 FP inh	BoNT-A LC inh2
CCC(C)N1C(=O)CCC1C(=O)N1CCN(c2ccccc2F)CC1 (configuration not stated)	-2	6	21	-5.3	.	1	-0.2	-0.8	0.1
Cc1nn2c(CN(C(=O)COc3ccccc3)c3ccccc3)nnc2c2ccccc12	0	-4	-13	.	.	-3	13	-4.4	0.2
CN(C(=O)CSc1cccc[n+]1[O-])C1CCCCC1	-13	-19	-2	0.7	2.3	3	8.5	0.2	-1.2
O=C(O)c1cccnc1SC1CC(=O)N(Cc2ccccc2)C1=O (configuration not stated)	-5	-43	-5	2.2	-2.0	0	-0.9	-0.2	-1.2
COc1ccc(NC(=O)CCCn2cnc3ccccc3c2=O)cc1	-7	-5	3	0.0	-1.6	1	-0.6	-0.5	-1.6
Cc1cccc(C)c1NC(=O)Cn1nnc(-c2ccc(CN3CCC(C)CC3)cc2)n1	-6	-4	-7	1.4	0.5	0	-0.2	-2.4	-0.9
COc1ccc(NC(=O)CN(C)C(=O)c2ccccc2OC)cc1	1	3	4	3.1	-6.0	-1	4.7	.	1.6
C=CCNC(=O)CCCCC(=O)NCC=C	-6	-7	1	0.5	0.0	-1	-1.2	-4.4	-0.9
CCN(CC)C(=O)c1ccc2nc(-c3ccccc3)c(-c3ccccc3)nc2c1	2	1	12	-2.7	.	48*	0.3	-1.7	0.3
Cn1c(=O)c2cc(NC(=S)NC3CC3)ccc2n1C/C=C/c1ccccc1	-4	0	7	.	-0.1	34*	.	1.3	0.2
O=C1CN(C(=O)c2ccccc2)C(c2ccccc2)c2cc(F)ccc2N1 (configuration not stated)	5	3	6	-0.9	-1.5	1	-0.3	.	-2.6
CCOc1ccc(NC(=O)C2CCC(CNc3c(N4CCC(C)CC4)c(=O)c3=O)CC2)cc1 (configuration not stated)	-6	-4	-11	3.3	-0.1	-8	-1.8	-2.4	-1.0
Cc1cc(C(=O)CN2C(=O)NC3(CCCCCC3)C2=O)c(C)n1C	2	15	5	.	-0.5	4	0.4	-1.8	-2.1
O=C(/C=C/c1ccccc1)N1CCN(C(=O)c2ccco2)CC1	2	0	14	-3.4	1.4	4	-0.4	-1.6	0.2
CCOC(=O)c1ccc(NC(=S)NCc2cccnc2)cc1	2	-5	-3	-2.3	1.2	-2	0.7	-1.9	0.3
O=C(Nc1ccc(Br)cc1Cl)c1ccc2c(=O)n3c(nc2c1)CCC3	-2	17	-1	-1.0	-2.9	1	0.9	-5.3	-0.4
